Screening data (PubChem BioAssay)
Cdc42 wt GTP: modulators of GTP binding to wildtype Cdc42, primary screen, biochemical, multiplex bead flow cytometry, Bodipy-GTP. percent activity (GTP binding), % at 10 µM. GST-Cdc42 beads; actives lie on both sides. Cell division control protein 42 homolog (Homo sapiens), P60953. actives 0.2% (n = 190,000);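 active = percent activity GTP binding at least 20 points away from the 100% baseline, either down as inhibitor or up as activator; inconclusive = compound flagged as likely green fluorescent from well-wide comparison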;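 also: median bead fluorescence of bound Bodipy-FL-GTP at 100 nM; 0% = excess unlabeled GTP control and 100% = no compound control; below 100% means less GTP binding so inhibitor and above means activator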
Target sequence (P60953 whole entry, looked up): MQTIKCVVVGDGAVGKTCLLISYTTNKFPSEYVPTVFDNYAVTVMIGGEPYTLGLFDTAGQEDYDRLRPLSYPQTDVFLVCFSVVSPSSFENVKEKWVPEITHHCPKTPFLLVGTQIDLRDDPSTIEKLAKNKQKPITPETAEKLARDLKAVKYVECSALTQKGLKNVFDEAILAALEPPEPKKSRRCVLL
Rac1 wt GTP bind: wildtype Rac1 GTP binding modulators, primary screen, biochemical, GST-Rac1 beads, flow cytometry, multiplex. actives 0.27% (n = 190,000). GTP binding activity (% of control), % at 10 µM. AID 757, 2007. fluorescent GTP binding; actives lie on both sides; 0 = cold GTP competed, 100 = untreated;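 active = GTP binding activity at least 20 points away from the 100% control level, either lower or higher; inconclusive = compound flagged as likely green fluorescent, judged across all proteins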
Rab7 wt GTP bind: modulators of GTP binding to Rab7, primary screen, biochemical, wildtype, multiplex bead flow cytometry; actives 0.055% (n = 190,000); GST-Rab7 beads, fluorescent GTP binding; actives lie on both sides; untreated = 100%, excess cold GTP = 0%; GTP binding activity (percent of control), % at 10 µM; AID 758, 2007; Rab7 GTPase wild type (dog), Bodipy-FL-GTP binding;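 active = fluorescent GTP binding to Rab7 beads changed by at least 20 points from the 100% baseline, either direction, mostly lower; inconclusive = compound itself probably fluorescent, or too few beads counted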;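 also: median green fluorescence of bound Bodipy-FL-GTP per Rab7 bead population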
Rab2 wt GTP: modulators of GTP binding to Rab2A wildtype, primary screen, biochemical, dog, bead-based flow cytometry, multiplex; Ras-related protein Rab-2A (Canis lupus familiaris), P61105; GST-Rab2 wt beads, Bodipy-GTP binding; GTP binding activity, % at 10 µM; actives 0.19% (n = 190,000);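 active = GTP binding activity at least 20 points away from 100%, either lowered or raised; inconclusive = signal likely due to the compound's own green fluorescence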;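 also: 0% = beads with excess unlabeled GTP and 100% = no-compound control corrected for plate trend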
Rac1 act GTP bind: GTP binding modulators of activated mutant Rac1, primary screen, biochemical, bead-based flow cytometry, multiplex, fluorescent GTP; percent activity (GTP binding), % at 10 µM; actives 0.11% (n = 190,000); GST-Rac1 activated beads; actives lie on both sides; 100% means binding = to untreated wells; Ras-related C3 botulinum toxin substrate 1 (Homo sapiens), P63000;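 active = GTP binding at least 20 percentage points away from the 100% baseline, in either direction, so actives lie on both sides; inconclusive = Compound likely fluorescent itself, or too few beads counted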
ABCG2 block: ABCG2 efflux pump inhibitors, primary screen, multiplex with ABCB1, IgMXP3 cells, flow cytometry | Broad substrate specificity ATP-binding cassette transporter ABCG2 (Homo sapiens), Q9UNQ0 | JC-1 efflux | inhibition, % at 6.6 µM | actives 0.1% (n = 190,000) | AID 1325, 2008;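 active = inhibition above 80%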;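 also: 0% = DMSO and 100% = nicardipine control wells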
Target sequence (Q9UNQ0 whole entry, looked up): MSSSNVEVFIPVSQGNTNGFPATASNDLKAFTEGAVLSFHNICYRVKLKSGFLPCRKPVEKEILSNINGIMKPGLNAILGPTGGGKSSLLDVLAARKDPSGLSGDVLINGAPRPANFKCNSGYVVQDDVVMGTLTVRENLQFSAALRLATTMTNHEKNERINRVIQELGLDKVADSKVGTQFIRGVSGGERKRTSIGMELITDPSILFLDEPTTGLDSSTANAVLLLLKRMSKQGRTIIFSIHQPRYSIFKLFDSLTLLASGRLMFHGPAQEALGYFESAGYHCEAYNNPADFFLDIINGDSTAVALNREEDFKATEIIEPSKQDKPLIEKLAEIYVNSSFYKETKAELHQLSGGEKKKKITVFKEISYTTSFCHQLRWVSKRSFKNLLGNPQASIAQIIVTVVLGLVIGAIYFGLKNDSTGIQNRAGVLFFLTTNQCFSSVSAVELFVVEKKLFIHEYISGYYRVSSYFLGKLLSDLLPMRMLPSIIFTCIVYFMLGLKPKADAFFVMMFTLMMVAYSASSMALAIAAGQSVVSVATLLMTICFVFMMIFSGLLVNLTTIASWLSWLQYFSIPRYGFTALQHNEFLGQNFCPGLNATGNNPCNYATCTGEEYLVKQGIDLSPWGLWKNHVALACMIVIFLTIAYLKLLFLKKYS
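Test system: IgMXP3 cells (ABCG2) mixed with DDAO far-red-labelled CCRF-Adr cells (ABCB1). Reagent: JC-1 transporter substrate. Compound dosing: single test compound dose, 6.6 µM final. Times: 10 min compound exposure, 25 °C. Detection: flow cytometry of retained JC-1 fluorescence. Read-out basis: efflux inhibition in percent versus controls. Controls: nicardipine and DMSO wells.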
GSH bead fluor: compound fluorescence on glutathione beads, profiling panel, artefact control, biophysical, 488/530 nm, flow cytometry; AID 1776, 2009; GSH beads flow cytometry, compound fluorescence 488/530 nm; stronger effect = higher value; fluorescence (KMESF) at 10 µM; actives 0.25% (n = 190,000); in the data active = fluorescence above about 89;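 also: glutathione beads carrying GST-tagged Bcl family fusion proteins plus one bare bead set; values are compound well signal with DMSO vehicle wells as background; inactives centre near 16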
Avidin fluor: green autofluorescence of compounds with avidin beads – biophysical, 488/530 nm, flow cytometry, artefact control, profiling panel. compound fluorescence 488/530 nm; stronger effect = higher value. fluorescence (KMESF) at 10 µM. actives 0.38% (n = 220,000). AID 1775, 2009; in the data active = fluorescence above about 47; also: inactives centre near 10
Pf gametocyte: late stage P. falciparum gametocyte viability inhibitors, primary screen, ATP luminescence, HTS | P. falciparum stage V gametocytes, 24 h | AID 743093, 2013 | actives 0.065% (n = 150,000) | inhibition, % at 10.9 µM;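 active = inhibition above the mean plus 3 SD of compounds within the control limits, set per campaign, cut at about 38% in these data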;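 also: 0% = DMSO wells and 100% = medium only without gametocytes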
ABCB1 inh: ABCB1 efflux pump inhibitors, primary screen, cell-based, multiplex, flow cytometry, ABCG2 counter-screen; ATP-dependent translocase ABCB1 (Homo sapiens), P08183; CCRF-Adr cells, JC-1 efflux; inhibition, % at 6.6 µM; actives 0.067% (n = 190,000); in the data active = inhibition above about 40%;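 also: 0% = vehicle and 100% = reference inhibitor; higher value means more JC-1 retained so stronger ABCB1 efflux block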
HRas wt GTP: modulators of GTP binding to HRas wildtype, primary screen, biochemical, bead-based flow cytometry, multiplex; GTPase HRas (Homo sapiens), P01112; GTP binding activity, % at 10 µM; actives 0.14% (n = 190,000); GST-Ras wt beads, Bodipy-FL-GTP binding; actives lie on both sides;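 active = GTP binding activity at least 20% away from the 100% baseline, either lowered as inhibitor or raised as activator; inconclusive = flagged as likely green fluorescent, judged across all proteins in the well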;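 also: 0% = unlabeled GTP competition control and 100% = no-compound control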
Target sequence (P01112 whole entry, looked up): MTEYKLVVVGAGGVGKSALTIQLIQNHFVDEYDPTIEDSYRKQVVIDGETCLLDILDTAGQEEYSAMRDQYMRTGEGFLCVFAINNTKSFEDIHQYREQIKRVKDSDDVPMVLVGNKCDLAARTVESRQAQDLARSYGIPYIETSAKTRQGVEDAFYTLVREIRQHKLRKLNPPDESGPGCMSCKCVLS
The depositor's hits bear a star; ? = inconclusive; · = no result given.

Every second line gives: Cdc42 wt GTP, Rac1 wt GTP bind, Rab7 wt GTP bind, Rab2 wt GTP, Rac1 act GTP bind, ABCG2 block, GSH bead fluor, Avidin fluor, Pf gametocyte, ABCB1 inh, HRas wt GTP
COC(=O)c1ccc([N+](=O)[O-])cc1N1C(=O)C2C3CCC(C3)C2C1=O (stereo not drawn)
  101, 102, 104, 102, 97, 4, 18, 10, 2, 0.6, 101
CNc1ccccc(C(=O)/C=C/c2ccccc2OC)c1=O
  98, 103, 100, 100, 100, -3, 8, 4, 12, -0.8, 100
O=C(COc1ccccc1F)N1CCc2ccccc2C1
  100, 101, 107, 102, 95, 3, 14, 9, 10, 0.1, 100
CCN(CC)C(=O)c1ccc2c(c1)nnn2C
  105, 108, 107, 106, 105, 1, 12, 6, -1, ·, 106
Cc1c(CN2CCN(c3cccc(C(F)(F)F)c3)CC2)c(=O)n(-c2ccccc2)n1C
  98, 97, 95, 96, 97, 0, 24, 6, ·, 0.2, 98
Cc1nn(-c2cccc(Cl)c2)c2c1C(c1cccnc1)C(C#N)=C(N)O2 (stereo not drawn)
  104, 107, 100, 103, 99, 2, 16, 7, 31, 0.4, 103
CCOC(=O)c1c(NC(=O)COc2ccccc2)sc2c1CC(C)(C)NC2(C)C
  96, 93, 91, 94, 101, 9, 19, 24, 1, 4.1, 93
Cc1cccc(OCC(=O)NNC(=O)c2cc3ccccc3oc2=O)c1
  95, 88, 93, 91, 91, 3, 36, 1, ·, 0.4, 92
CCCCN(CCCNC(=O)c1c(C)cc(=O)oc1C)c1ccccc1
  101, 107, 102, 99, 99, 60, 23, 12, 18, 5.7, 102
Cc1nn(Cc2ccccc2)c(C)c1C(=O)NCCN1C(=O)S/C(=C\c2ccc(F)cc2)C1=O
  107, 109, 106, 105, 104, 3, 7, 2, 16, 1.1, 107
O=C(O)c1ccc(N(c2ccccc2)c2ccccc2)cc1
  97, 96, 92, 96, 96, 0, 20, 15, 5, 0.1, 95
CCn1c(O)c(N=NC(=O)CNC(=O)/C=C/c2ccco2)c2ccccc21
  99, 102, 97, 99, 98, 50, 22, 12, -26, 0.9, 100
Cc1cc(Cl)c(S(=O)(=O)N2CCCC2)cc1OCC(N)=O
  96, 95, 97, 97, 97, 13, 15, 6, 15, 0.7, 96
Cc1cc(NC(=O)COc2nnc(-c3ccccc3)c3ccccc23)no1
  108, 110, 103, 106, 103, 1, 34, 7, 5, -0.4, 107
CC(C)Nc1nc2n(c(=O)n1)CCN2C(C)C
  105, 108, 98, 102, 103, -4, 28, 20, 10, -0.5, 102
COc1cc2c(cc1OC)C(C)N(C(C)=O)CC2 (stereo not drawn)
  96, 99, 94, 100, 94, 0, 20, 5, ·, 0.1, 98
C[C@@]12CC(=O)NC1N(C(=O)c1ccccc1)C(c1ccccc1OC(=O)c1ccccc1)C2 (stereo partly drawn)
  110, 115, 108, 103, 100, 5, 250*, 7, ·, 1.2, 105
O=C(C1CC1)N1CCN(C(c2ccccc2)c2ccccc2)CC1
  102, 98, 97, 96, 97, 1, 4, 7, ·, 0.3, 99
CCOC(=O)N1CCN(C(=O)CN(c2cccc(C(F)(F)F)c2)S(=O)(=O)c2ccccc2)CC1
  106, 107, 103, 104, 102, 7, 15, 36, ·, 2.9, 105
CC(C)Oc1ccc(OCCCN2CCCCCC2)cc1
  104, 101, 99, 102, 99, -1, 34, 5, ·, -1.4, 103
CCC(=O)NCc1c(C)c(C)n(Cc2ccccc2)c1-n1cccc1
  101, 103, 97, 102, 96, 2, 13, 13, 18, 0.5, 99
COc1ccc(C2CC(c3ccccc3)=NN2C(=O)COC(=O)C2CC2)cc1 (stereo not drawn)
  99, 103, 93, 99, 98, 2, 5, 2, ·, 0.9, 98
CCOC(=O)c1c(C)c(C(=O)NCc2ccco2)c(C)n1Cc1ccccc1
  100, 100, 100, 97, 98, 17, 27, 26, ·, 1.5, 97
COc1cc2c(cc1C1NC(=S)NC(C)=C1C(N)=O)CCCC2 (stereo not drawn)
  99, 98, 97, 95, 96, -5, 15, 9, -1, -2.9, 99
O=C(O)CCCN=CC1=C(O)CNC1=O
  99, 96, 107, 102, 98, 7, 10, 23, -18, 1.1, 101
COC(=O)c1ccc(CSc2nnc3n(Cc4ccccc4OC)c(=O)c4ccccc4n23)o1
  103, 101, 102, 102, 99, 1, 12, 22, ·, 3.2, 100
N#CC(C(=O)NC1CCCCC1)=C1CCCCC1
  99, 102, 99, 98, 99, 6, 9, 6, ·, 0.3, 98
CC(C)OC(=O)CN1CCN(S(=O)(=O)c2cc(Cl)ccc2Cl)CC1
  92, 95, 92, 93, 94, 2, 11, 3, -30, 0.8, 95
Nc1nc(N)nc(-c2ccccc2O)n1
  91, 91, 94, 93, 94, 6, 43, 2, ·, 0.5, 94
Nc1ncnc(Oc2cccc3cccnc23)c1[N+](=O)[O-]
  97, 98, 105, 97, 94, -4, 9, 10, ·, 0.3, 95

Overlap with the part before: five entries, followed by the next part.
Every second line gives: Cdc42 wt GTP, Rac1 wt GTP bind, Rab7 wt GTP bind, Rab2 wt GTP, Rac1 act GTP bind, ABCG2 block, GSH bead fluor, Avidin fluor, Pf gametocyte, ABCB1 inh, HRas wt GTP
COC(=O)c1ccc(CSc2nnc3n(Cc4ccccc4OC)c(=O)c4ccccc4n23)o1
  103, 101, 102, 102, 99, 1, 12, 22, ·, 3.2, 100
N#CC(C(=O)NC1CCCCC1)=C1CCCCC1
  99, 102, 99, 98, 99, 6, 9, 6, ·, 0.3, 98
CC(C)OC(=O)CN1CCN(S(=O)(=O)c2cc(Cl)ccc2Cl)CC1
  92, 95, 92, 93, 94, 2, 11, 3, -30, 0.8, 95
Nc1nc(N)nc(-c2ccccc2O)n1
  91, 91, 94, 93, 94, 6, 43, 2, ·, 0.5, 94
Nc1ncnc(Oc2cccc3cccnc23)c1[N+](=O)[O-]
  97, 98, 105, 97, 94, -4, 9, 10, ·, 0.3, 95
CCOC(=O)COc1ccc(Br)cc1C1NC(=O)NC(C)=C1C(=O)NCc1ccccc1 (stereo not drawn)
  99, 100, 100, 100, 97, 1, 13, 36, ·, 0.3, 100
CCOC(=O)C(NC(=O)NC1CCCCC1)(c1ccccc1)C(F)(F)F (stereo not drawn)
  99, 104, 97, 100, 100, 0, 4, 4, 17, 0.0, 99
CCc1nnc(NC(=O)CSc2nnc3c4ccccc4n(C)c3n2)s1
  ?, ?, ?, ?, ?, 17, 24, 10, ·, 2.1, ?
CC(NC(=O)COC(=O)c1ccc(N(C)C)cc1)c1ccccc1 (stereo not drawn)
  98, 101, 96, 95, 95, 1, 16, 9, 11, -0.1, 96
CCC(=O)Nc1cccc2c1C(=O)N(C)C2=O
  101, 105, 100, 100, 97, 2, 17, 25, ·, -0.1, 100
Cc1nc(=O)c(-c2ccccc2)c(C)n1CCCCCC(=O)O
  105, 107, 99, 105, 103, 0, 18, 35, ·, 0.1, 103
C=CCn1cc(-c2cccc(C(F)(F)F)c2)cc(C#N)c1=O
  98, 104, 100, 101, 99, 6, 18, 10, -18, 0.5, 99
CCc1cc2c(=O)[nH]c(COC)nc2s1
  101, 104, 99, 99, 104, 4, 10, 4, -2, 0.7, 99
Cc1ccc(-c2nc3cccnc3s2)cc1NS(=O)(=O)c1cccs1
  95, 96, 96, 94, 93, 0, 18, 5, ·, -0.7, 94
O=C(O)c1ccc(-c2ncc[nH]2)cc1
  94, 95, 92, 95, 95, 0, 14, 10, ·, -0.1, 95
Cc1ccc(S(=O)(=O)C(C)C(=O)c2ccc3c(c2)OCCO3)cc1 (stereo not drawn)
  101, 103, 101, 101, 99, 2, 53, 8, 6, 1.0, 100
Cc1ccccc1C(C(=O)NCc1ccco1)N(CC1CCCO1)C(=O)Cn1nnc2ccccc21 (stereo not drawn)
  96, 100, 95, 97, 98, 4, 47, 21, 0, 1.3, 98
Cc1cccc(Nc2nc(NCc3ccco3)nc(N3CCOCC3)n2)c1
  104, 103, 101, 103, 101, 10, 11, 8, 34, 1.0, 104
COc1ccc(Oc2coc3c(CN4CCOCC4)c(O)ccc3c2=O)cc1
  103, 104, 103, 101, 97, 2, 10, 21, ·, 0.6, 104
CCOC(=O)C1=C(C)NC(C)=C(C(=O)OCC)C1C(=O)OCC(=O)NC(C)C
  100, 105, 102, 98, 98, 3, 37, 11, ·, 0.4, 102
CC(Oc1ccc(Cl)cc1Cl)c1ccnc2nc(N3CCOCC3)nn12 (stereo not drawn)
  95, 89, 91, 97, 93, 8, 18, 9, 20, 0.6, 93
Cc1ccc(OCCNc2cc(N3CCN(CCO)CC3)ccc2[N+](=O)[O-])cc1C
  100, 103, 100, 95, 98, 14, 8, 3, ·, 1.6, 100
CCOC(=O)c1sc2ncnc(OC)c2c1C
  96, 97, 96, 98, 95, 5, 9, 15, ·, -0.2, 99
COc1ccccc1N1CCN(C(=O)c2cc(-c3cccc(Cl)c3)on2)CC1
  102, 104, 98, 101, 98, 40, 24, 26, ·, 1.4, 100
COc1ccccc1N(C)S(=O)(=O)c1ccc(Cl)c(C(=O)OCc2c(C)noc2C)c1
  95, 99, 93, 96, 97, 9, 13, 8, -9, 4.6, 97
Cc1nn(Cc2ccccc2Cl)c(C)c1C(=O)NC1=NCCS1
  97, 98, 100, 99, 97, 3, 7, 19, 14, 0.6, 100
Cn1ccnc1Sc1ccc(/C=N/NC(=O)c2ccccc2[N+](=O)[O-])cc1[N+](=O)[O-]
  96, 96, 91, 93, 95, 2, 20, 5, ·, 0.3, 97
CC(C)(C(=O)O)n1cncn1
  96, 102, 106, 99, 96, 0, 13, 8, 1, -0.2, 99
